Compound activity as filed in PubChem BioAssay.
FXN GAA850 act: FXN promoter activators, primary screen, cell-based, luciferase luminescence, HEK293 lucGAA850 | HEK293 lucGAA850 FXN promoter luciferase reporter, 24 h; percent of 10 µM SAHA response | activation, % at 6 µM | hit rate 0.56% among 360,000 | AID 540364, 2011;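 active means activation above the average of all compounds screened plus 3 SD, cutoff fixed separately per campaign, cut at about 7.5% in these data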;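 further: 0% = DMSO wells and 100% = 10 µM SAHA wells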
ssDAF12 agonist: S. stercoralis DAF-12 nuclear receptor activators, primary screen, cell-based, luminescence, HEK293, GRIP1 co-expression, lit1-tk-luc; HEK293 ssDAF-12/GRIP1 lit1-tk-luc reporter; % of 3 µM dafachronic acid response; activation, % at 6.8 µM; hit rate 1% among 370,000; AID 652126, 2013;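 active means activation above the mean over all tested compounds plus 3 SD, cut at about 0.9% in these data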;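 further: 0% = DMSO-only wells and 100% = 3 µM delta7-dafachronic acid wells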
hcDAF-12 act: H. contortus DAF-12 nuclear receptor activators, primary screen, cell-based, luminescence, HEK293, lit1-tk-luc reporter; HEK293 hcDAF-12 lit1-tk-luc reporter; 0% DMSO, 100% Δ7-dafachronic acid; activation, % at 6.8 µM; hit rate 1.4% among 370,000; AID 652067, 2013;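 active means activation above the mean of all tested compounds plus 3 SD, cut at about 5.5% in these data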;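 further: 100% = response to 3 µM Δ7-dafachronic acid high control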
DAX1 inh-1: DAX1 (NR0B1) inhibitors on StAR promoter, primary screen, cell-based, luminescence, SF-1 (NR5A1), full-length DAX-1. HEK293T StAR-luciferase reporter, SF-1/DAX-1 repression relief. inhibition, % at 6.8 µM. AID 652010, 2013. hit rate 1.1% among 370,000;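 active means inhibition above the mean over all tested compounds plus 3 SD, cut at about 3.6% in these data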;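 further: 0% = DAX-1 cells with DMSO and 100% = cells lacking DAX-1 with DMSO; higher inhibition means more luminescence from relief of DAX-1 repression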
ADAM17 inh: ADAM17 inhibitors, primary screen, biochemical, QFRET; recombinant ADAM17, EDANS/DABCYL FRET peptide cleavage; inhibition, % at 6.95 µM; hit rate 0.83% among 370,000; AID 720648, 2013;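 active means inhibition above the mean of compounds lying between control limits plus 3 SD, set per campaign, cut at about 8.5% in these data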;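 further: 0% = DMSO-only wells as the low control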
Target sequence (P78536 215-824 limits assumed): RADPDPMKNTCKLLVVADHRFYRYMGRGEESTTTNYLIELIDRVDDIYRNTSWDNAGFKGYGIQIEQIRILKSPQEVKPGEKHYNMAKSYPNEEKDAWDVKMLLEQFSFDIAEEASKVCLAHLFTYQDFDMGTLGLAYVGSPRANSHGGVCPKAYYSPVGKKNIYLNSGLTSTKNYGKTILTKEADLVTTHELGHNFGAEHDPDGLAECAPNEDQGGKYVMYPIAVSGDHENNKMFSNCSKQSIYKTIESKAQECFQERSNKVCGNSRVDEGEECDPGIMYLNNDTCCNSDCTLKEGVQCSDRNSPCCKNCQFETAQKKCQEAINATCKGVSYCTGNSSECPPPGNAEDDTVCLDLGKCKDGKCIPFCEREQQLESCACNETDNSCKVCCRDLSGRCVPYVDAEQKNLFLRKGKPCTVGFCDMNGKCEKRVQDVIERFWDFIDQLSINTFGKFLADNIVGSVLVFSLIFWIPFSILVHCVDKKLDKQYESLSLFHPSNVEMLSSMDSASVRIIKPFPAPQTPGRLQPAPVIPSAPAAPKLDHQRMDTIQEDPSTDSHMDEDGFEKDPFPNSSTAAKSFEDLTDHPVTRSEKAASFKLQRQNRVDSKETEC
NPR1 activator: GC-A stimulated cGMP production enhancers – HEK293 GC-A cells, cGMP TR-FRET, EC30 ANP, primary screen; Atrial natriuretic peptide receptor 1 (Homo sapiens), P16066; AID 1671463, 2021; hit rate 0.14% among 370,000; activation, % at 10 µM; 0% at EC30 ANP, 100% saturating ANP; in the data active means activation above about 40%
SMARCA2 activ: SMARCA2 (BRM) function activators, primary screen, cell-based, luminescence, high throughput. MG213 cells, MMTV-luciferase reporter, dexamethasone, overnight. activation, % at 9.1 µM. hit rate 1% among 370,000. AID 652017, 2013; in the data active means activation above about 7.8%;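 further: 0% = vehicle wells and 100% = reference activator wells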
hgDAF12 agonist: H. glycines DAF-12 receptor agonists, primary screen, cell-based, luminescence, HEK293, GAL4 fusion, UAS-luciferase | hit rate 1.8% among 370,000 | Nuclear hormone receptor DAF-12 (Heterodera glycines), GAL4 fusion | HEK293 GAL4-hgDAF12 UAS-luciferase reporter, agonist luminescence; normalized to butyrate control | activation, % at 6.8 µM | AID 687014, 2013;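 active means activation above a cutoff set at the mean of all screened compounds plus 3 SD, cut at about 10% in these data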;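 further: 0% = DMSO wells and 100% = sodium butyrate wells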
DAX1 inh-2: DAX1 (NR0B1) inhibitors, primary screen, cell-based, HEK293, Gal4-DAX1, luciferase luminescence. Nuclear receptor subfamily 0 group B member 1 (Homo sapiens), P51843. HEK293 Gal4-DAX1 luciferase reporter. inhibition, % at 6.75 µM. hit rate 0.99% among 340,000. AID 504766, 2011;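 active means inhibition above the mean over all tested compounds plus 3 SD, cut at about 4.2% in these data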;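 further: 0% = DAX1-transfected cells with DMSO and 100% = empty-vector control cells with DMSO; inhibition shows as a rise in luminescence from relieved DAX1 repression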
ADAM10 inh: human ADAM10 inhibitors, primary screen, biochemical, QFRET, HTS; Disintegrin and metalloproteinase domain-containing protein 10 (Homo sapiens), O14672; recombinant ADAM10, EDANS/DABCYL FRET peptide cleavage, 3 h; inhibition, % at 7 µM; hit rate 0.62% among 370,000;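 active means inhibition above a per-campaign cutoff equal to the mean of compounds falling between control-based bounds plus 3 SD, cut at about 20% in these data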;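 further: 0% = DMSO wells while the 100% control is not disclosed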
Target sequence (O14672 214-748 limits assumed): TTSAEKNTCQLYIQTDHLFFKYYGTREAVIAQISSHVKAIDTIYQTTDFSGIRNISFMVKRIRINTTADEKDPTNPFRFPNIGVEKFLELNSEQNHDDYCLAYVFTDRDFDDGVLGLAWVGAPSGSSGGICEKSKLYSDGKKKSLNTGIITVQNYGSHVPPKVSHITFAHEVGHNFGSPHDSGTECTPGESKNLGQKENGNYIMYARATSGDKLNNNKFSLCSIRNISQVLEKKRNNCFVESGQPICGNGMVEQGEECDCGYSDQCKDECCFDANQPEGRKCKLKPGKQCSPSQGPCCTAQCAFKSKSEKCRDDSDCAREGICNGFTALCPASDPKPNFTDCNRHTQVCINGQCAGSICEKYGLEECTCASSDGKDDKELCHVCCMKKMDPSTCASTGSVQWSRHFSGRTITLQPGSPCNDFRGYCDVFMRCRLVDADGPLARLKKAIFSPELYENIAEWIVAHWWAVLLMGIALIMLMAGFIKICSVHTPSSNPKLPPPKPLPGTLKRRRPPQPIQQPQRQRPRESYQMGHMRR
PG9 binder: binders of HIV-1 gp120 antibody PG9, primary screen, biochemical, TR-FRET; hit rate 0.43% among 360,000; HIV-1 gp120 / PG9 antibody interaction; TR-FRET gp120-PG9 antibody binding; inhibition, % at 6.7 µM; in the data active means inhibition above about 8.5%
* marks the source's active call; other numbers are inactive results; . = not tested or not shown.

SMILES | FXN GAA850 act | ssDAF12 agonist | hcDAF-12 act | DAX1 inh-1 | ADAM17 inh | NPR1 activator | SMARCA2 activ | hgDAF12 agonist | DAX1 inh-2 | ADAM10 inh | PG9 binder
CCN(CC)C(=O)CSc1nc2cc3c(cc2c(=O)n1CCCCCC(=O)NCc1ccc(OC)cc1)OCO3 | -0.1 | -1.3 | -1.0 | -0.6 | -2.9 | -6.8 | -2.0 | 3.0 | 0.1 | 3.6 | 1.4
O=C(O)c1csc(Br)c1Br | 0.2 | -0.8 | 2.4 | 0.4 | 3.3 | -0.8 | -1.1 | 7.7 | -0.2 | 9.5 | 1.0
COc1ccccc1NC(=O)c1cc(C)oc1C | 0.5 | -2.0 | -1.7 | -0.2 | -4.6 | -4.5 | -3.4 | -0.2 | 0.5 | -5.0 | 0.5
C/C(=N\NS(=O)(=O)c1ccc(Br)cc1)c1cccs1 | 2.0 | -1.0 | -0.1 | 0.3 | 1.9 | 1.1 | -2.2 | -1.4 | -0.5 | -1.4 | 0.9
O=C(Nc1cc(C(F)(F)F)ccc1Cl)C(Sc1cccc[n+]1[O-])c1ccccc1 (stereo not given) | 2.4 | -0.4 | -2.6 | -0.5 | 2.4 | -2.4 | -0.9 | -1.8 | -0.2 | 3.0 | 0.8
CCOc1ccccc1C=C1SC(=S)NC1=O | -1.1 | -1.1 | -1.5 | -0.6 | -3.5 | -5.1 | -2.6 | 1.5 | -0.2 | -5.5 | 2.5
CN(C)S(=O)(=O)c1ccc(N2CCCC2)c(C(=O)NNC(=O)COc2ccc(Cl)cc2)c1 | 0.3 | -0.4 | -0.9 | -0.1 | -7.5 | 3.6 | -2.8 | -0.2 | 1.8 | -37.0 | -0.9
Cc1ccc(NC(=O)COC(=O)Cn2c(C)csc2=O)cc1C | 0.3 | -1.2 | -1.0 | -0.9 | 1.7 | 5.0 | -3.5 | 0.1 | 0.8 | 7.2 | 1.2
S=C(NCc1ccco1)N1CCOCC1 | 0.6 | -1.2 | -0.7 | -0.2 | -0.4 | -0.3 | 0.1 | 0.2 | -0.4 | -0.3 | 0.5
O=C(N/C(=C\c1ccc([N+](=O)[O-])cc1)C(=O)N1CCOCC1)c1ccco1 | -1.5 | -0.2 | -0.1 | -0.3 | 1.4 | 1.6 | -1.5 | -1.0 | 0.1 | 10.6 | -2.3
O=C(OCCN1C(=O)c2cccc3c(N4CCOCC4)ccc(c23)C1=O)c1ccccc1Cl | -3.4 | -3.1 | -7.0 | -4.1 | -84.5 | 21.0 | -7.1 | -8.7 | -1.3 | -255.2 | -0.5
COc1cc(C2C(C#N)=C(N)Oc3c2oc(CO)cc3=O)ccc1OC(C)C (stereo not given) | -3.0 | -0.8 | -1.1 | 0.2 | 0.8 | 1.0 | 2.3 | 2.0 | 3.5 | 2.3 | -0.3
Cn1c(=O)n(C)c2cc(NC(=O)Cc3ccccc3[N+](=O)[O-])ccc21 | 0.5 | 0.1 | 1.2 | -0.3 | 0.5 | 2.7 | -1.1 | -1.7 | 0.6 | 5.6 | -0.4
CCO/N=C(/C)c1c(O)c(C)c(-c2ccccc2)n(-c2ccccc2)c1=O | 2.7 | -0.7 | -1.2 | -0.8 | -7.0 | 1.0 | 3.1 | 0.7 | 3.3 | -2.2 | -0.5
Cc1nn(-c2ccccc2)c(Cl)c1C1C(C#N)=C(N)OC2=C1C(=O)CC(C)(C)C2 (stereo not given) | -1.4 | -1.5 | -0.4 | -0.5 | 1.1 | -16.3 | -0.9 | -0.3 | -0.5 | 4.0 | -3.0
COc1ccc(N/C=C/c2nc(SC)nnc2C)cc1 | 1.5 | -1.5 | -0.7 | -0.9 | 0.6 | 15.4 | -1.9 | -1.4 | -1.1 | 5.5 | -12.1
COCn1c(-c2ccc(OC)c(OC)c2)nc2ccccc21 | 4.0 | -1.4 | 2.1 | 1.7 | -0.4 | -2.7 | 5.8 | 5.4 | 0.4 | -4.2 | 0.6
CC(Oc1ccccc1)C(=O)OCC(=O)NC(=O)NC1CCCCC1 (stereo not given) | 2.0 | -0.7 | -0.1 | 1.3 | -1.9 | 0.9 | -1.4 | 1.9 | -0.3 | -11.7 | 1.9
CC(C)(C)NC(=O)C(c1ccc(O)cc1)N(C(=O)CCC(=O)Nc1nccs1)c1cccc(F)c1 (stereo not given) | -0.3 | -0.7 | -1.8 | -0.2 | 2.2 | -39.7 | -0.9 | -1.4 | -0.6 | 4.1 | -0.1
Cc1ccc(NC(=O)NCc2ccc3c(c2)OCO3)cc1 | 2.5 | -1.9 | -1.5 | -0.7 | 0.5 | 5.0 | 6.2 | 2.2 | 0.8 | 4.3 | 0.7
O=C(COC(=O)/C=C/c1ccco1)NCc1ccc(Cl)cc1Cl | -0.5 | -0.9 | -1.4 | 0.5 | -3.3 | -0.6 | -2.3 | 0.0 | -0.4 | -14.1 | 0.6
O=C(NCCc1ccccc1)C(c1ccc(F)cc1)N(C(=O)c1csnn1)C1CC1 (stereo not given) | -2.0 | -0.6 | 2.7 | -0.1 | 0.1 | -4.0 | 1.4 | -2.1 | -0.3 | 4.5 | -2.0
Cc1ccc(-c2noc(CNc3ccccc3)n2)cc1 | 4.0 | -0.4 | 2.3 | -0.1 | 1.5 | 0.6 | 4.2 | 3.3 | -0.6 | 3.4 | -0.1
CC(=O)NC(CC(=O)Nc1ccc(S(=O)(=O)N2CCOCC2)cc1)c1ccccc1 (stereo not given) | -0.6 | -1.3 | 0.0 | -0.5 | -0.1 | 0.8 | -2.6 | 2.8 | 1.3 | -7.0 | -0.9
O=C(Nc1nnc(-c2ccc(F)cc2)o1)C1CCCN1S(=O)(=O)c1cccs1 (stereo not given) | 0.6 | -0.7 | -1.0 | -1.0 | -2.2 | 0.4 | -0.2 | 1.6 | 0.4 | -2.7 | 1.5
Further structures follow.
SMILES | FXN GAA850 act | ssDAF12 agonist | hcDAF-12 act | DAX1 inh-1 | ADAM17 inh | NPR1 activator | SMARCA2 activ | hgDAF12 agonist | DAX1 inh-2 | ADAM10 inh | PG9 binder
O=C(C1CCCN(C2CC(=O)N(c3ccc(Cl)cc3)C2=O)C1)N1CCCC1 (stereo not given) | -0.2 | -0.8 | -1.6 | 0.6 | -1.8 | 3.5 | -2.4 | -0.9 | 0.3 | -14.8 | -0.4
CC(C)C[C@H]1CN=C(N(C)C)N1CC1CCCCCC1 | -0.4 | -0.4 | -2.2 | 0.1 | -3.2 | -15.1 | -1.0 | 0.2 | 0.3 | 2.9 | 1.1
CCc1ccccc1NC(=O)N1CCC(NC(=O)C(Cc2ccc(OC)c(OC)c2)NC(C)=O)CC1 (stereo not given) | -3.4 | -0.1 | -0.5 | 0.0 | 6.5 | 1.1 | -0.2 | 4.2 | 0.6 | 10.2 | -0.7
O=C1c2ccccc2NC(c2cccc(O)c2)N1NS(=O)(=O)c1ccccc1 (stereo not given) | 1.8 | -1.0 | -0.9 | -0.1 | -103.5 | -7.3 | -2.3 | -1.1 | 0.2 | -312.5 | -1.0
CNCc1nc2ccccc2[nH]1 | 2.5 | -0.7 | -0.9 | -0.5 | -3.9 | 1.2 | 1.7 | 1.6 | 0.2 | -8.8 | -2.4
O=C1C(Cl)=C(N2CCCC2)C(=O)N1c1ccc(F)cc1 | -1.0 | -1.1 | -0.4 | -0.5 | -2.8 | 0.3 | -0.7 | 3.1 | 1.8 | -1.2 | -1.1
N/C(CN1CCCC1=O)=N\OC(=O)c1ccccc1Cl | 1.5 | -0.6 | 1.1 | 1.4 | -1.1 | 3.4 | 1.3 | 3.5 | 2.4 | -8.6 | -0.1
Cc1oc(-c2ccccc2)cc1C(=O)NC(Cc1c[nH]c2ccccc12)C(=O)O (stereo not given) | 3.6 | 0.8 | 5.3 | 0.3 | -1.6 | -3.1 | -2.6 | 6.0 | 1.6 | -9.5 | -0.8
N#CC1=C(N)SC(N)=C(C#N)C1c1cccc(O)c1 | 1.4 | -1.1 | 0.7 | -0.2 | -9.2 | 1.0 | 3.6 | -2.3 | 0.3 | -17.2 | 22.1*
CSCCC(NC(=O)c1ccc(Cl)cc1Cl)C(=O)N(C)Cc1nc2ccccc2c(=O)[nH]1 (stereo not given) | 0.8 | -0.9 | -0.4 | -0.3 | -3.2 | -4.0 | -0.6 | 0.8 | 0.3 | -0.3 | -1.4
CCCCOc1ccc(/C=C/C(=O)Nc2ccc([N+](=O)[O-])cc2C)cc1 | 2.5 | -1.1 | -2.8 | -0.2 | 0.0 | -1.5 | -4.9 | -4.8 | 1.4 | -4.3 | 1.7
O=C(COC(=O)CNS(=O)(=O)c1ccc(Br)cc1Cl)NC1CCCC1 | 3.5 | -1.2 | -0.3 | -0.4 | 4.7 | -3.3 | -3.1 | -1.3 | -0.1 | -11.5 | -1.2
CCCCn1nnnc1C1(C)CCC(=O)N1Cc1ccc(OC)cc1 (stereo not given) | . | -0.8 | -1.0 | -1.3 | -0.9 | -1.3 | -4.8 | -0.6 | . | 4.7 | -0.8
CCOC(=O)N1CCN(CC(=O)Nc2sccc2C#N)CC1 | 0.3 | 0.2 | 2.6 | 0.1 | 1.2 | -0.3 | -1.2 | -2.0 | -0.7 | -4.1 | 1.6
CCOc1ccc(CN2CCN(C3CCC3)CC2CCO)cc1 (stereo not given) | 1.2 | 0.3 | 4.5 | 0.1 | -1.8 | -2.3 | 4.4 | 7.4 | 3.7 | -10.3 | -1.6
CCN1CCc2c(sc(NC(=O)c3ccc(S(=O)(=O)N(C)CC4CCCO4)cc3)c2C(N)=O)C1 (stereo not given) | 1.0 | -1.2 | -1.3 | -0.8 | 1.3 | -1.9 | 0.0 | -0.2 | -0.1 | -2.8 | -2.6
COc1ccc(N2CCN(C(=O)c3cn(C4CCCC4)c(=O)c4c3c3ccccc3n4C)CC2)cc1 | -2.4 | -1.8 | -3.8 | -1.7 | -5.4 | -9.7 | 3.0 | -3.6 | -1.2 | -19.6 | 0.1
COc1cccc(NC(=O)CN(C)C(=O)Cc2cccc3ccccc23)c1 | -0.7 | -1.6 | -0.6 | -0.5 | 1.0 | -0.6 | 1.9 | -0.6 | 1.4 | -3.5 | -0.7
Cn1c2ccc(F)cc2c2nnc(SCCN3CCOCC3)nc21 | 3.0 | 1.1* | 5.5 | 0.6 | 0.9 | 4.6 | 12.6* | 2.2 | 1.6 | 6.1 | -2.6
O=c1cc(O)c2sc3nc(-c4cccnc4)cc(C(F)(F)F)c3c2[nH]1 | 3.0 | 0.7 | 4.3 | -0.4 | -37.3 | -0.3 | -5.1 | 0.4 | 0.3 | -95.6 | -3.7

No enrichment for hits; overall some 6.8% were active at least once.
